TbREL1 primary = TbREL1 inhibition, primary screen. P86926. TbREL1 RNA ligation, FRET fluorescence. inhibition, % at 9.66 µM. actives 0.49% (n = 89,000). AID 1117264;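 active means inhibition above the mean inhibition across all screened compounds plus 3 SD, cut at about 11% in these data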;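 further: 0% = plate median of test wells and 100% = NSC42067 control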
Target sequence (P86926 whole entry, looked up): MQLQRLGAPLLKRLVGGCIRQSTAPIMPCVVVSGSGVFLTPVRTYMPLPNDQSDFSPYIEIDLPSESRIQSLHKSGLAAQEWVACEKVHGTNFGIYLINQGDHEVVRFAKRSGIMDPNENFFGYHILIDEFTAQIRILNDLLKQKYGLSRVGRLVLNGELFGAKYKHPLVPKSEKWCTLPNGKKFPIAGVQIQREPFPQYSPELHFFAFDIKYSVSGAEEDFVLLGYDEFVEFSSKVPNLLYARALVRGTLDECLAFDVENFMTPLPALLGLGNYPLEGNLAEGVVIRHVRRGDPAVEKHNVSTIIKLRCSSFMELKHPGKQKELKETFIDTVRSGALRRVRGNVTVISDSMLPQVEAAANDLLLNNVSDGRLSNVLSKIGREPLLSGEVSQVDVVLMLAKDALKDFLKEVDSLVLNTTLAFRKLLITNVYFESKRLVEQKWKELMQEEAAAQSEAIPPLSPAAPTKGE
* marks the source's active call; other numbers are inactive results. A portion of the library, so the mix of outcomes need not match the whole.

nr | structure | TbREL1 primary
1 | CC1CCCCC1NC(=O)CN1CCN(S(=O)(=O)c2ccc(Br)s2)CC1 (stereo not drawn) | -2.8
2 | COc1ccc(-c2ccc3c(c2)S(=O)(=O)c2cccc(C(=O)NC4CC4)c2C3=O)cc1OC | 0.0
3 | N#CCCn1cc(CNC2CCC(O)CC2)c2ccccc21 (stereo not drawn) | -2.6
4 | O=C(c1cc(-c2ccc(Cl)cc2)nc2ccccc12)N1CCN(c2ncccn2)CC1 | 3.2
5 | Cc1nnc(NC(=O)c2ccncc2)s1 | 3.5
6 | CCOc1ccccc1-n1c(N)c(C(N)=O)sc1=S | -3.0
7 | CC(=O)N(Cc1ccc2c(c1)OCO2)C1CC(=O)N(CCc2ccccc2)C1=O (stereo not drawn) | -1.3
8 | CCc1ccc(-c2ccc(C(=O)O)cc2)nc1 | 1.4
9 | Cc1ccc2nc(SCC(=O)N3CCCCC3)nc(=O)n2c1 | -0.8
10 | COc1cc(O)c(C(CC(=O)N2CCOCC2)c2ccc(N(C)C)cc2)c(OC)c1 (stereo not drawn) | 0.8
11 | Cc1ccc(C(=O)NCCc2ccccc2)cc1S(=O)(=O)N1CCOCC1 | -2.2
12 | CCC(C)(C)C1CCC2(CC1)NC(=O)N(CC(=O)N1CCN(S(=O)(=O)c3cc(C)ccc3C)CC1)C2=O (stereo not drawn) | -1.6
13 | COC(=O)c1sccc1NC(=O)NC1CCCCC1 | -0.8
14 | CCOC(=O)Cc1ccc(Nc2nc(NCc3ccccc3)nc3ccsc23)cc1 | 9.8
15 | O=C(c1ccccc1)C1(c2ccccc2)OC1c1ccccc1 (stereo not drawn) | 7.8
16 | COc1ccc2c(c1)Sc1ccc(Cl)cc1N2 | 7.1
17 | Cc1cc(C(F)F)n2ncc(C(=O)NCc3ccccc3F)c2n1 | -1.4
18 | CCC(C)(C)NC(=O)CN(C(=O)CCC(=O)Nc1cc(C)ccn1)c1ccc2c(c1)OCO2 | -2.6
19 | CN(c1ccccc1)S(=O)(=O)c1cccc(C(=O)NCC(c2cccs2)N2CCOCC2)c1 (stereo not drawn) | 0.5
20 | NC(=O)C1(N2CCCCC2)CCN(Cc2nc(-c3cccs3)no2)CC1 | 2.4
21 | CCN(CC)C(=O)N1CCN(S(=O)(=O)c2ccc(C)cc2)CC1 | 5.9
22 | COc1ccc(C(=O)O/N=C(\N)c2ccccn2)cc1 | 5.8
23 | CC(C)(C)c1ccccc1OCC(=O)Nc1ncn[nH]1 | -1.2
24 | O=C1[C@@H]2C(Cc3ccc(O)cc3)NC3(C(=O)Nc4ccc(F)cc43)[C@@H]2C(=O)N1c1ccc(F)cc1 (stereo partly drawn) | -3.2
25 | Nc1cc(Cl)ccc1C(=O)OCC(=O)N1CCCC1 | 2.4
26 | COc1ccc(NC(=O)C2CCN(S(=O)(=O)c3cccc4cccnc34)CC2)cc1 | 0.7
27 | CCOC(=O)c1cc(C#N)c(SCc2cccc3ccccc23)nc1C | 1.8
28 | CCCc1noc2c1C(c1cc(Br)ccc1F)C(C#N)=C(N)N2 (stereo not drawn) | -5.3
29 | CCN(CC)c1ccc(NC(=O)c2ccc(Br)o2)c(C)c1 | -3.0
30 | CC(=O)Nc1cccc(OCCCNC(=O)c2cccc3ccccc23)c1 | -5.0
31 | CC1=C(C(N)=O)C(c2ccncc2)n2nc(-c3ccccc3Cl)nc2N1 (stereo not drawn) | 4.3
32 | Cc1cccc(C)c1NC(=O)COC(=O)C1C2CC3OC(=O)C1C3C2 (stereo not drawn) | -4.9
33 | O=C(O)CN1C(=O)c2ccc(Oc3cccc4c3C(=O)N(CC(=O)O)C4=O)cc2C1=O | 0.3
34 | COC(=O)[C@@]12C[C@@H](CC(=O)NCc3ccc(OC)c(OC)c3)C(=O)N(CCc3ccc(OC)c(OC)c3)C1=CCC(C)(C)C2 | -1.3
35 | NNC(=O)c1cc(S(=O)(=O)N2CCOCC2)c[nH]1 | 0.8
36 | CCOC(=O)COc1cccc2c(=O)n(CC(=O)NCc3ccccc3)ccc12 | -1.4
37 | COc1ccc(-c2ccc(S(=O)(=O)N3CCCC3)cc2)cc1 | -1.3
38 | COc1ccccc1-c1coc2c(CN3CCCCC3C)c(O)ccc2c1=O (stereo not drawn) | 2.0
39 | CS(=O)(=O)c1ccccc1-c1nnc(NC(=O)COc2ccc(Cl)cc2)o1 | 0.3
40 | Oc1ccc(C[C@H]2CNCCN2CCc2cccc3ccccc23)cc1 | 5.8
41 | O=C1c2ccsc2SCCN1Cc1cccc(Cl)c1 | -1.8
42 | FC(F)(F)c1cccc(-c2cc3nc(NCCCn4ccnc4)ccn3n2)c1 | 1.0
43 | CCCCC(=O)Nc1nnc(SCC(=O)N2CCN(c3ccccc3OC)CC2)s1 | -2.0
44 | CCN1C(=O)[C@H]2[C@@H](c3ccc(C)cc3)N3C(=O)N(c4ccccc4)C(=O)[C@@]3(Cc3ccccc3)[C@H]2C1=O | -1.0
45 | COc1cc(/C=N/NC(=O)CNC(=O)c2ccccc2)ccc1OC(=O)c1cccs1 | -2.7
46 | Cc1ccc(C(=O)c2cc3c(cc2N)OCCO3)cc1 | -3.5
47 | O=C(Nc1cc(Cl)ccc1O)c1cc2n(n1)C(C(F)(F)F)CC(c1ccc3c(c1)OCO3)N2 (stereo not drawn) | -1.6
48 | CCOc1ccc(CNC(=O)CCS(=O)(=O)Cc2cccc(Cl)c2)cc1OC | -1.0
49 | COc1cc(OC)c2c(-c3ccccc3)cc(=O)oc2c1C(CC(=O)N1CCOCC1)c1ccc(N(C)C)cc1 (stereo not drawn) | -5.3
50 | CCOc1ccccc1/C=N/NC(=O)c1nnn(-c2nonc2N)c1CN1CCCCCC1 | -0.3
51 | CCNC(=O)C1CCCN(C(=O)c2cc(OC)c(OC)c(OC)c2)CC1 (stereo not drawn) | 0.4
52 | C/C(N)=C(/C#N)C(=O)COc1ncnc2ccc(Br)cc12 | 0.0
53 | CC(C)C(NC(=O)C1CCCCC1)C(=O)NCc1ccccn1 (stereo not drawn) | 0.7
54 | COc1ccc(C(=O)NC(=S)Nc2ccc(S(=O)(=O)Nc3cc(OC)nc(OC)n3)cc2)cc1 | -1.8
55 | Cc1ccccc1-c1cc(C(=O)n2cccn2)c2cc(Cl)ccc2n1 | 0.2
56 | O=C(NCc1ccccc1F)Nc1nnc([C@@H]2C[C@H](O)[C@@H](CO)O2)s1 | 0.7

More results
nr | structure | TbREL1 primary
57 | CCN1CCCC1CNC(=O)c1cc(NC(C)=O)c(N(C)C)cc1OC (stereo not drawn) | 1.5
58 | O=C(NNS(=O)(=O)c1ccc(CCCl)cc1)C(O)(c1ccccc1)c1ccccc1 | -0.7
59 | O=C(NCCc1nnc2ccc(NCc3cccnc3)nn12)c1ccccc1F | -2.3
60 | OC(COc1ccccc1)CN(Cc1ccccc1)CC(O)COc1ccccc1 (stereo not drawn) | 3.0
61 | COc1ccc(Oc2coc3cc(OC(=O)c4cncc(Br)c4)ccc3c2=O)cc1 | 1.4
62 | COc1cc(CNC2CCCCCC2)cc(OC)c1OC | 2.6
63 | Cc1ccc(N/N=C2\CCS(=O)(=O)c3sccc32)cc1 | 6.7
64 | COc1ccc(C2C(C(C)=O)=C(O)C(=O)N2CCO)c(OC)c1 (stereo not drawn) | -5.3
65 | CC(C)C1CC(O)(C2(O)CCCCC2)ON1 (stereo not drawn) | -1.8
66 | CCCN(CC1CC1)C(=O)c1ccc(CNC(=O)c2cccc(Br)c2)cc1 | 1.3
67 | CC1CCCCC1NC(=O)c1ccc(NS(=O)(=O)c2ccc3[nH]c(=O)[nH]c3c2)cc1 (stereo not drawn) | 0.6
68 | CSc1nncc(-c2ccc(F)c(F)c2)n1 | 6.5
69 | CCOC(=O)c1nn(-c2ccc(C)cc2)c(C)c1C(C)=O | -1.1
70 | Cc1ccc(Sc2nnc(-c3ccccc3)cc2C#N)cc1 | 0.9
71 | COc1ccc(OC)c2c(C)cc(N3CCN(C(=O)c4ccc(Cl)cc4)CC3)nc12 | -4.7
72 | COC(=O)c1ccc(-n2cncn2)c([N+](=O)[O-])c1 | 2.6
73 | CN1C2=N[C@@H](c3ccccc3)CC(=O)N2/C(=C\c2ccccc2)[C@H]1c1ccccc1 | -6.8
74 | CCOC(=O)CSc1cc(=O)n(CC)c2ccccc12 | -2.5
75 | Cc1ccc(C(=O)NC(CCc2ccccc2)C(=O)O)cc1 (stereo not drawn) | 9.4
76 | Cc1cc(-c2n[nH]c(=S)n2N=Cc2c3ccccc3cc3ccccc23)n[nH]1 | -2.0
77 | Cc1ccc(C(=O)NNC(=O)c2ccc(NS(=O)(=O)c3cccs3)cc2)o1 | 0.5
78 | OCC[C@H]1C[C@H](O)[C@@H](O)[C@]2(OCc3ccccc32)O1 | 0.6
79 | Cc1cccc(NC(=S)N(Cc2cccc(Br)c2)CC2CCC(C(=O)O)CC2)c1 (stereo not drawn) | 2.2
80 | Cc1cccc(CSc2nn3c(=O)c(C)nnc3s2)c1 | 0.4
81 | O=C(NCc1cccc(C(F)(F)F)c1)C1CC(c2ccccc2C(F)(F)F)=NO1 (stereo not drawn) | 0.0
82 | O=S1(=O)C[C@@H](O)[C@@H](Nc2ccc(Cl)cc2)C1 | 1.3
83 | Cn1c(=O)c2c(nc(N3CCc4ccccc4C3)n2Cc2ccc(Br)cc2)n(C)c1=O | 0.7
84 | Cn1ncc(C#N)c1NC(=O)C1CC(c2c(F)cccc2Cl)=NO1 (stereo not drawn) | 1.2
85 | CCC(CC)C(=O)Nc1nnc(S(=O)(=O)N2c3ccccc3CC2C)s1 (stereo not drawn) | 2.1
86 | COc1ccc(C(=O)NC(=S)NNC(=O)Cc2cccs2)cc1 | -2.1
87 | O=C(CCN1C(=O)/C(=C/c2cccs2)SC1=S)Nc1ccc(O)cc1 | -1.4
88 | O=C(Cc1ccc([N+](=O)[O-])cc1)NCc1cccnc1 | 1.1

Structural class, the entries above with a cyano group.
nr | structure | TbREL1 primary
3 | N#CCCn1cc(CNC2CCC(O)CC2)c2ccccc21 (stereo not drawn) | -2.6
27 | CCOC(=O)c1cc(C#N)c(SCc2cccc3ccccc23)nc1C | 1.8
28 | CCCc1noc2c1C(c1cc(Br)ccc1F)C(C#N)=C(N)N2 (stereo not drawn) | -5.3
52 | C/C(N)=C(/C#N)C(=O)COc1ncnc2ccc(Br)cc12 | 0.0
70 | Cc1ccc(Sc2nnc(-c3ccccc3)cc2C#N)cc1 | 0.9
84 | Cn1ncc(C#N)c1NC(=O)C1CC(c2c(F)cccc2Cl)=NO1 (stereo not drawn) | 1.2

(list continues)
nr | structure | TbREL1 primary
89 | COc1ccc(OC)c(C(=O)c2ccc(C(=O)Nc3ccc(NC(C)=O)cc3)cc2)c1 | 1.1
90 | COc1ccccc1C1=NOC(C)(c2sc(-c3ccccc3)nc2C)C1 (stereo not drawn) | 1.0
91 | Cn1c(SCC(=O)NCCc2ccccc2)nnc1C1CCCCC1 | 2.0
92 | O=C(Nc1ccc(Cl)cc1)C1CCCN1S(=O)(=O)c1cccnc1 (stereo not drawn) | -2.1
93 | Fc1ccc(-c2nc3ccc(Cl)cn3c2Cc2ccsc2)cc1 | 1.2
94 | O=C(/C=C/c1cccc([N+](=O)[O-])c1)N1CCN(c2ccc(F)cc2)CC1 | 2.7
95 | Cc1ccc(C2=NOC(C)(c3nnc(-c4ccc(Cl)cc4)o3)C2)cc1 (stereo not drawn) | 0.8
96 | CN(C)CCn1c(C(=O)O)cc2ccccc21 | 3.2
97 | CC(C)N(Cc1nc(-c2ccc(Cl)cc2)no1)C(=O)C(c1ccccc1)c1ccccc1 | 7.0
98 | CC1(C)CC2C1CCC1(O)CC2(C)CCC1N(O)c1ccc(C(=O)NCCO)cn1 (stereo not drawn) | -1.6
99 | Cc1ccc(CN(C)C(=O)C2CCCN2C(=O)c2cccs2)o1 (stereo not drawn) | -1.2
100 | O=C1CC(N2CCN(C(c3ccccc3)c3ccccc3)CC2)C(=O)N1Cc1ccc(N2CCCC2=O)cc1 (stereo not drawn) | -3.6
101 | CCc1ccccc1NC(=O)Nc1ccsc1C(=O)OC | 2.1
102 | CC(=O)N1CCOc2ccc(S(=O)(=O)NC[C@H]3O[C@@H](n4cnc5c(N)ncnc54)[C@H](O)[C@@H]3O)cc21 | 6.4
103 | N#Cc1ccc(-c2nc3c4ccccc4ccn3c2CC2CCCCC2)cc1 | 0.3
104 | CCCc1cc(=O)[nH]c(SCC(=O)N2CCOCC2)n1 | -0.8
105 | CCOc1ccccc1CNC(=O)c1ccc2nc(N3CCOCC3)sc2c1 | -3.6
106 | O=C1CSc2ccc(C(=O)N3CCCC(C(=O)N4CCOCC4)C3)cc2N1 (stereo not drawn) | -2.1
107 | Fc1ccc(OCc2nnc(SCCN3CCOCC3)o2)cc1 | -0.7
108 | N/C(=N\OC(=O)c1cccc(F)c1)c1ccccc1 | 1.4
109 | COc1ccc(NC(=O)N(C)C[C@H]2Oc3c(NC(=O)Nc4ccccc4)cccc3C(=O)N([C@H](C)CO)C[C@@H]2C)cc1 | -3.9
110 | COc1ccc(N(C)C(=O)c2onc3c2CCCC3)cc1 | -1.0
111 | COc1ccccc1CN1CCN(C(=O)c2ccncc2)CC1 | -2.6
112 | CCn1c(SC(C)C(=O)NCC2CCCO2)nc2ccccc21 (stereo not drawn) | -3.8
113 | O=C(Nc1ccc(N2CCN(C(=O)c3cccs3)CC2)c(Cl)c1)c1ccco1 | -2.3
114 | CCOC(=O)c1sc(NC(=O)C(CC)Sc2nnc3c4ccccc4n(C(C)C)c3n2)nc1C (stereo not drawn) | 2.0
115 | COc1cc(OC)c2c(-c3ccccc3)cc(=O)oc2c1C(CCN1CCCCC1)c1ccc2c(c1)OCO2 (stereo not drawn) | 4.0
116 | CC(C)Cn1c(N)c(C(=O)CSc2ccc3c(c2)OCCO3)c(=O)n(C)c1=O | 0.1
117 | CCOC(=O)N1CCN(S(=O)(=O)CCNC(=O)c2ccc(OC)cc2)CC1 | 0.0
118 | CCOC(=O)c1cnc(SCC)[nH]c1=O | 1.6
119 | COC(=O)N(C)C[C@H]1OCc2cnnn2CCCC(=O)N([C@@H](C)CO)C[C@@H]1C | -1.8
120 | NC(=O)c1ccccc1NC(=O)CS(=O)(=O)Cc1ccccc1 | 4.4
121 | COc1ccc(/C=C(/NC(=O)c2ccccc2)c2nc3ccccc3[nH]2)cc1OC | 0.7
122 | C/[N+]([O-])=C\c1coc2ccccc2c1=O | 0.4
123 | COc1ccc(C(C(=O)NC(C)(C)C)N(C(=O)CCC(=O)Nc2cc(C)on2)c2cc(C)cc(C)c2)cc1 (stereo not drawn) | -0.9

High-throughput results: PubChem, The Scripps Research Institute Molecular Screening Center
